# Assay outcomes as filed in PubChem.
# IMPase Li inh: cell-permeable IMPase inhibitors with lithium potentiation; 0.35% of 210,000 active; AID 1457; CHO-M1 cells, IP1 TR-FRET (IP-One), carbachol + lithium; Potency, µM (titrated, usually from 59.4 µM), without a hit: at the top dose activity, negative = IMPase inhibition, actives largely listed as inhibitors;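 further: IP1 builds up when IMPase is blocked and the TR-FRET signal falls; plate controls were basal vehicle for no effect and high inhibitor control for full effect; nearly all actives have a fitted effect of over 50% in size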
#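 IP1 accumulation measured by competitive TR-FRET in lysed CHO-M1 cells after 30 min compound exposure at 37C, with a small lithium addition to potentiate weak responses. Hill-equation AC50 from ratio and donor-channel data.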
# Epigenetic derep: derepresses silenced GFP reporter in murine cells; murine LDR cells, GFP reporter derepression, 30 h; Potency, µM (series often up to 53.9 µM), inactives show at the top dose GFP activation, usual class: activators; 0.2% of 280,000 active; further: % of control where 0% means no effect; nearly all actives have a fitted effect of over 60% in size
#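 GFP-positive cell count by laser-scanning cytometry (objects 20–120 um) after 30 h, 37 C compound exposure of murine LDR cells; reporter is CMV-GFP integrated at a silenced locus, inducible by HDAC or DNMT inhibitors.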
# RECQ1 helicase: blocks DNA unwinding by human RECQ1. Potency, µM (doses to about 57.3 µM), for inactives: top-dose activity, negative = inhibition, hits mostly inhibitors. P46063. 0.54% of 240,000 active. RECQ1 DNA unwinding, red fluorescence kinetic read;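 further: plate controls were vehicle for no effect and no enzyme for full effect; nearly all actives have a fitted effect of over 30% in size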
#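 RECQ1T1 50 nM; forked duplex (20 bp + 30-nt ss tails) 200 nM, ATP 2 mM final; pH 8.0, 2 mM MgCl2, 2.5 ug/ml poly(dI-dC); 15 min compound preincubation; discontinuous kinetic read over 2 h at RT.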
# Luc counter: blocks Kinase-Glo luciferase, a counter-screen artifact | Q27757 | Kinase-Glo luciferase, ATP luminescence, 8 min | Potency, µM (doses to about 38.3 µM), for inactives: top-dose activity change, negative = inhibition, actives largely listed as inhibitors | 0.28% of 200,000 active | AID 1379; further: on the % scale 0 is the no-effect control and ±100 the full control effect; nearly all actives have a fitted effect of over 60% in size
#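 Light output from Kinase-Glo luciferase with luciferin and 10 uM ATP in 50 mM imidazole pH 7.2, KCl, MgCl2, Tween 20, BSA; compound pin-delivered, 8-min ambient incubation, then luminescence read.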
# GoLoco inh red: blocks human Gai1 binding to RGS12 GoLoco peptide, red readout; Potency, µM (highest dose often 61.6 µM), without a hit: at the highest dose activity, negative = inhibition, most hits filed as inhibitors; 0.44% of 230,000 active; Gai1:RGS12 GoLoco peptide FP, rhodamine, 10 min; active means well fitted inhibition curve with a large enough effect, not every such curve was filed as active; inactive means no such curve, though single readings can be large or run the other way; further: on the % scale 0 is the no-effect control and ±100 the full control effect; nearly all actives have a fitted effect of over 30% in size; many of its hits are not listed in these tables
# Target sequence (P63096 whole entry, looked up): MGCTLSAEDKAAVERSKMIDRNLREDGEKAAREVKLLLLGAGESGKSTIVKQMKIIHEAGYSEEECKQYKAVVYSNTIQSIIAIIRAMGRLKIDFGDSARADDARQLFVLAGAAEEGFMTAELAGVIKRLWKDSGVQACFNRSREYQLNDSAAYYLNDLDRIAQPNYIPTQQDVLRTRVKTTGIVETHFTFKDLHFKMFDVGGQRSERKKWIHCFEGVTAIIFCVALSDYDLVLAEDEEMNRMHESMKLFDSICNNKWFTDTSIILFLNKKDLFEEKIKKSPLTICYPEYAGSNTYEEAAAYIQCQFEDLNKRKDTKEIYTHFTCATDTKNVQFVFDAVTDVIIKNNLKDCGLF
# SMN2 splice up: enhancers of SMN2 splice variant expression; HEK293 SMN2-luciferase splicing reporter, luminescence, 30-36 h; Potency, µM (series often up to 46.1 µM), for inactives: top-dose activity change, positive = activation, most hits filed as activators; 2.8% of 210,000 active; further: % of control where 0% means no effect; nearly all actives have a fitted effect of over 55% in size
#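 HEK293 cells carry an SMN2 minigene-luciferase reporter in which exon 7 inclusion puts luciferase in frame. Cells were seeded at 2000 cells/well, attached for 10-12 hours, then exposed to compounds for 30-36 hours at 37C before ONE-Glo luminescence.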
# KDM4E inh: JMJD2E (human) inhibition; B2RXH2; JMJD2E catalytic domain, FDH-coupled NADH fluorescence (FDH is formaldehyde dehydrogenase); Potency, µM (series often up to 57.1 µM), for the others: top-dose activity change, negative = inhibition, most hits filed as inhibitors; 1.6% of 230,000 active; active means well fitted inhibition curve with a large enough effect, not every such curve was filed as active; inconclusive means small, poorly fitted or top-dose-only effect, or another doubt; inactive means no such curve, though single readings can be large or run the other way;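 further: 0% = wells with enzyme and -100% = buffer wells without enzyme; nearly all actives have a fitted effect of over 50% in size; many of its hits are not listed in these tables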
# Target sequence (B2RXH2 1-337 limits assumed): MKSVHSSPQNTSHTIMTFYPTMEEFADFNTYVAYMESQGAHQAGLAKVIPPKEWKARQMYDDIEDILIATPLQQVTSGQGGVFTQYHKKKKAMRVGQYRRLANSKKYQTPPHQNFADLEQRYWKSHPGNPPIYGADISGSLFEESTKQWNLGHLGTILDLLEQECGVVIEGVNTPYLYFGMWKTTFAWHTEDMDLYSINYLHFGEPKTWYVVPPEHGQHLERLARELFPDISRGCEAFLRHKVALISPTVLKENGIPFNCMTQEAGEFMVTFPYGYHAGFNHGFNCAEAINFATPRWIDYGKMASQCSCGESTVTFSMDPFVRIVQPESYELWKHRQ
# NPSR antag: blocks cAMP signaling of the human neuropeptide S receptor | Q6W5P4 | CHO-NPSR cells, cAMP TR-FRET, antagonist mode | Potency, µM (series often up to 38.3 µM), inactives show at the top dose activity change, negative = inhibition, most hits filed as inhibitors | 1% of 220,000 active; further: on the % scale 0 is the no-effect control and ±100 the full control effect; nearly all actives have a fitted effect of over 50% in size; many of its hits are not listed in these tables
# Target sequence (Q6W5P4 whole entry, looked up): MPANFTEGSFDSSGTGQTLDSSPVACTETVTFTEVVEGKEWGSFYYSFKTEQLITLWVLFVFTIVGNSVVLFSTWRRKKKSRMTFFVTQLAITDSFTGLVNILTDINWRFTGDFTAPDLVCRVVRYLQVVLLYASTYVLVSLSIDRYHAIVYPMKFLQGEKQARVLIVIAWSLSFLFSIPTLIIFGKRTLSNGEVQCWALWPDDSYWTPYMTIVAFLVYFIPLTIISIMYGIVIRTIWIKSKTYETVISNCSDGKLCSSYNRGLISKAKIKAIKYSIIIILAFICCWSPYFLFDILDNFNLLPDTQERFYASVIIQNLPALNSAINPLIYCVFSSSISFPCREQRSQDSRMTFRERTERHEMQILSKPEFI
# * marks the source's active call; other numbers are inactive results; i = inactive; ? = inconclusive; . = not tested or not shown; [ ] = dose if it differs, or a comment. Unless noted, the call rests on the fitted dose curve; in most records, active means well fitted curve in the direction sought with a large enough effect; inconclusive means small, poorly fitted or top-dose-only effect, or another doubt; inactive means no such curve, though single readings can be large; an effect the other way counts as inactive or inconclusive. Potency means the concentration at half of the fitted maximal effect.
SMILES,IMPase Li inh,Epigenetic derep,RECQ1 helicase,Luc counter,GoLoco inh red,SMN2 splice up,KDM4E inh,NPSR antag
COc1ccc(-n2nc(C)c3sc(C)nc3c2=O)cc1,.,-0.3%,-8%,.,8%,.,1%,-25%
O=C(NCc1ccccc1)C(c1ccco1)N(C(=O)c1ccccn1)c1ccc(F)cc1 (stereo unspecified),-1%,0.0%,i,-1%,8%,5%,-1%,-23%
O=C1OC(CO)C(O)C(O)C1O (stereo unspecified),11%,-1.3%,12%,-4%,6%,12%,2%,.
O=S(=O)(c1cnc(Cl)c(Br)c1)N1CCN(c2ncccn2)CC1,.,0.9%,-3%,.,14%,.,2%,4%
Cn1c(-c2ccc(F)cc2)cnc1SCC(=O)Nc1ccccc1N1CCOCC1,9%,0.0%,-13%,-7%,0%,13µM*,-6%,-18%[46.1 µM]
Cc1ccc(C)c(OCC(=O)Nc2ccc3c(c2)OCO3)c1C,4%[38.3 µM],-1.1%,-2%,-1%,6%,?,-7%,-23%[46.1 µM]
Cc1cc(NC(=O)c2ccc(-c3ccccc3F)o2)no1,-12%,-1.0%,i,-1%,-2%,13µM*,?,-22%
CC[C@@H](C)[C@@H](C(=O)N1CCN(C(=O)OC(C)(C)C)CC1)n1cc(CCC(=O)O)nn1,.,2.0%,-5%,.,7%,.,-1%,25%
CCc1nnc(NC(=O)c2sc3nc4c(cc3c2N)CCCCC4)s1,-13%,-1.0%,-4%,-1%,15%,8.9µM*,?,-22%
Cc1nn(-c2ccccc2)c2sc(C(=O)N3CCOCC3)cc12,2%,1.2%,-2%,1%,7%,11µM*,-6%,2%[46.1 µM]
COc1ccc2c(C)cc(SCC(=O)Nc3ccc(Cl)cn3)nc2c1,8.9µM*,4.5%,0%,-1%,69%[activator],-11%,-5%,?
Cc1ccc(-c2n[nH]c(=S)n2-c2ccccc2)cc1,0%,3.7%,-13%,1%,0%,3%,-7%,2%[46.1 µM]
COc1ccc(OC)c(NC(=O)CSc2nc3c(c(=O)n(C)c(=O)n3C)n2C)c1,32%[activator][38.3 µM],0.0%,i,12%,-4%,-21%,1%,17%[46.1 µM]
COCCn1nnnc1C(C(C)C)N(Cc1ccccc1)Cc1cc2cc(OC)ccc2[nH]c1=O (stereo unspecified),30%[activator][38.3 µM],2.9%,i,-8%,2%,19%,?,?
CCC(C(=O)OC)(C(=O)OC)c1ccc([N+](=O)[O-])cc1,18%,-0.4%,i,-1%,8%,0%,-17%,0%

# Quoted from the listing:
# NPSR antag with CCC(C(=O)OC)(C(=O)OC)c1ccc([N+](=O)[O-])cc1 → 0%
# Epigenetic derep with COc1ccc(OC)c(NC(=O)CSc2nc3c(c(=O)n(C)c(=O)n3C)n2C)c1 → 0.0%

# Only Luc counter and NPSR antag (seven entries from above):
Molecule	Luc counter	NPSR antag
COc1ccc(OC)c(NC(=O)CSc2nc3c(c(=O)n(C)c(=O)n3C)n2C)c1	12%	17%[46.1 µM]
Cc1cc(NC(=O)c2ccc(-c3ccccc3F)o2)no1	-1%	-22%
O=C(NCc1ccccc1)C(c1ccco1)N(C(=O)c1ccccn1)c1ccc(F)cc1 (stereo unspecified)	-1%	-23%
O=C1OC(CO)C(O)C(O)C1O (stereo unspecified)	-4%	.
O=S(=O)(c1cnc(Cl)c(Br)c1)N1CCN(c2ncccn2)CC1	.	4%
COc1ccc2c(C)cc(SCC(=O)Nc3ccc(Cl)cn3)nc2c1	-1%	?
Cn1c(-c2ccc(F)cc2)cnc1SCC(=O)Nc1ccccc1N1CCOCC1	-7%	-18%[46.1 µM]

# (cont.)
SMILES,IMPase Li inh,Epigenetic derep,RECQ1 helicase,Luc counter,GoLoco inh red,SMN2 splice up,KDM4E inh,NPSR antag
S=c1[nH]nc(-c2ccc3ccccc3n2)n1-c1ccc2c(c1)OCCO2,.,3.1%,-2%,.,0%,.,10%,-30%
CCOC(=O)C1CCN(C(=O)c2ccc3c(SCC(=O)O)c4c(nc3c2)CCCC4)CC1,?,-0.3%,i,-2%,-18%,.,0%,27%
Cc1[nH]n(-c2ccccc2)c(=O)c1/C=N\NC(=O)C1COc2ccccc2O1 (stereo unspecified),3%,2.3%,-11%,-1%,4%,-56%[inhibitor],?,-2%
CCNc1ccc(C(=O)NN=C2CCCC2)cc1[N+](=O)[O-],18%,-2.7%,-4%,-1%,-1%,-11%,17%,-13%
N#CCCN(C(=O)CSc1nc(-c2ccccc2)cn1N)c1ccc(F)cc1,18%[38.3 µM],2.8%,-11%,-1%,-6%,6%,-1%,-10%[46.1 µM]
COC(=O)Nc1nc2c(C)cccc2s1,1%[38.3 µM],0.3%,-6%,-3%,0%,-8%,7%,26%[46.1 µM]
CCN1CCN(C(c2ccc(OC)c(OC)c2)c2nnnn2C(C)(C)C)CC1 (stereo unspecified),-9%[38.3 µM],1.9%,0%,-2%,0%,22%,-3%,2%[46.1 µM]
CCCCSc1nc(N)c(NC(=O)c2ccco2)c(=O)[nH]1,28%[38.3 µM],0.0%,-10%,0%,-3%,2%,1%,-5%[46.1 µM]
O=C(NCC1CCCO1)c1ccc(CS(=O)(=O)Cc2ccc(F)cc2)o1 (stereo unspecified),11%[38.3 µM],-1.1%,-1%,-2%,21%,15%,13%,-2%[46.1 µM]
CCc1cccc(CC)c1NC(=O)c1ccccc1,7%,-0.1%,-4%,0%,6%,24%,-2%,12%
CC(C)(C)S(=O)(=O)c1cnc2c(-c3ccc(Cl)cc3)cnn2c1N,-5%[38.3 µM],-1.1%,-13%,-1%,-4%,-14%,12%,-3%[46.1 µM]
Cc1cccc2[nH]c(SCC(=O)N3CCOCC3)nc12,6%,0.0%,i,0%,1%,12%,7%,11%
CC(=O)c1ccccc1NC(=O)COC(=O)c1ccccc1NC(=O)c1ccccc1,-13%,0.0%,-11%,-6%,6%,12%,-2%,19%[46.1 µM]
Cc1ccc(SCc2nnc(N)s2)cc1,-5%,1.2%,-2%,-2%,4%,?,0%,10%[46.1 µM]
Nc1cccc(N)c1,-8%,.,?,.,-8%,-5%,.,.
CCn1nnnc1NCc1cccn1C,21%[38.3 µM],3.0%,i,1%,13%,?,-12%,-5%[46.1 µM]
CC(C)(C)c1nnc(N/N=C/c2ccccc2)n(N)c1=O,-1%,-0.5%,-8%,-2%,-3%,-12%,-5%,17%
Cc1ccc(NC(=O)CSc2nnc(CCC(=O)O)c(=O)[nH]2)cc1,.,-4.1%,i,.,5%,.,-5%,13%
COc1ccc(C2C(CC(=O)O)=C(Nc3ccccc3)C(=O)N2c2ccccc2)cc1 (stereo unspecified),-6%,-1.1%,-4%,-1%,6%,-9%,-6%,-34%
COC(C(=O)N/N=C(\C)CC(=O)Nc1ccc(Cl)cc1C)c1ccccc1 (stereo unspecified),4%,1.6%,-14%,-1%,-4%,.,11%,-6%
CCc1c(C)sc(NC(=O)c2ccco2)c1C(=O)N1CCOCC1,31%[38.3 µM],3.6%,-14%,-1%,-6%,-8%,-27%,-14%[46.1 µM]
CC1CCCCC1NC(=O)Cn1c(CN2CCCCC2)nc2ccccc2c1=O (stereo unspecified),12%[38.3 µM],1.0%,-12%,2%,8%,-5%,2%,-9%[46.1 µM]
COc1ccc(NC(=O)COC(=O)CCCN2C(=O)c3ccccc3C2=O)cc1Cl,-1%,-1.8%,-3%,-3%,4%,-9%,3%,11%
O=C(C1=C[C@@H](c2ccc(Br)cc2)C[C@@H](OCc2ccc(CO)cc2)O1)N1CCOCC1,6%,-1.5%,-12%,.,-1%,.,9%,24%
CC(C)OC(=O)Cn1nnc2c(cnn2-c2ccccc2)c1=O,7%,-0.8%,-3%,-1%,-2%,26%,-5%,5%[46.1 µM]
COCCNc1ccc([N+](=O)[O-])cc1C(=O)Nc1cccc(C)n1,3%,0.0%,i,-8%,15%,7%,?,-2%
C#CCSc1nnc(-c2sc(-c3ccccc3)nc2C)n1C,-14%[38.3 µM],-1.1%,-14%,1%,-8%,-18%,?,-18%[46.1 µM]
CCC(CC)NC(=O)c1cccc(Br)c1,6%,-0.4%,i,2%,-3%,10%,6%,-1%
Cc1ccc(NC(=O)CCC(=O)N/N=C/c2ccc([N+](=O)[O-])o2)cc1C,.,-3.1%,-7%,.,-5%,.,2%,9%
CCOc1cccc(=O)c2c(C)n(Cc3ccco3)c(C)c12,1%[38.3 µM],9.3%,-10%,-5%,36%[activator],-12%,1%,-33%[46.1 µM]
CCN(CC)c1ccc(C=Nc2cc(C)ccc2C)c(O)c1,3%,-0.1%,-6%,-7%,-1%,?,-10%,-21%
CCC(SC1=NCCS1)C(=O)Nc1nnc(-c2ccccc2OC)s1 (stereo unspecified),22%[38.3 µM],-0.8%,-2%,-1%,7%,-28%,?,?
CCOC(=O)c1c(N2CCCCC2)c2ccccc2[nH]c1=O,19%[38.3 µM],0.0%,-8%,-5%,10%,16%,-8%,-14%[46.1 µM]
Cc1cc(C)cc(Oc2ccccc2CO)c1,0%,-1.3%,i,2%,11%,0%,-5%,-7%
O=C(c1nc2ccccn2c1CN1CCCC(c2nc3ccccc3o2)C1)N1CCCC1 (stereo unspecified),12%,1.1%,-6%,0%,16%,.,-4%,27%
CCn1c(O)c(C=C2N=c3ccccc3=N2)sc1=S,2%,-1.2%,-1%,-1%,19%,-13%,-7%,12%

# Full records, looked up by structure. Order of screens: IMPase Li inh	Epigenetic derep	RECQ1 helicase	Luc counter	GoLoco inh red	SMN2 splice up	KDM4E inh	NPSR antag
# CCn1c(O)c(C=C2N=c3ccccc3=N2)sc1=S reads 2%	-1.2%	-1%	-1%	19%	-13%	-7%	12%
# CCOC(=O)c1c(N2CCCCC2)c2ccccc2[nH]c1=O reads 19%[38.3 µM]	0.0%	-8%	-5%	10%	16%	-8%	-14%[46.1 µM]

# Some of the compounds tested. The share of hits here may be higher or lower than overall.
